Bioassay records deposited in PubChem BioAssay by University of Kansas High Throughput Screening Laboratory.
Pf apPOL block: Pf-apPOL inhibitors, biochemical, fluorescence; Recombinant Pf-apPOL, molecular beacon fluorescence, 1.5 h; inhibition, % at 10 µM; 210,000 tested, 0.25% active; AID 1794808, 2022
mHTT-CaM PPI inh: mutant huntingtin-calmodulin interaction inhibitors – biochemical, AlphaScreen, primary screen. P42858. AlphaScreen His-mHTT/GST-CaM binding, luminescence. inhibition, % at 15 µM. 190,000 tested, 3.6% active. AID 1671202, 2021;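 also: 0% = both proteins with DMSO and 100% = one protein alone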
Starred values were filed as active, the others as inactive; i = inactive; nt = not tested or not shown; & = joins results of further samples. Rule as the data show it: active = inhibition above about 50%; inactive = the rest.

Each structure is followed by: Pf apPOL block | mHTT-CaM PPI inh
[1] COc1cccc(CNC(=O)N2CCc3c(nc4cc[nH]n4c3=O)C2)c1
 : 1 | 4
[2] O=c1[nH]c(-c2ccccc2)nc2c1oc1ccccc12
 : -2 | -3
[3] Cc1nc(C2CCN(C(=O)C3(c4ccccc4)CC3)CC2)n[nH]1
 : 5 | 2
[4] Cc1ccsc1CN1CCC(c2nc(-c3cnccn3)n[nH]2)CC1
 : -7 | 4
[5] O=C1NC(=O)/C(=C/c2ccc(-c3ccc(Cl)c(C(=O)O)c3)o2)S1
 : -6 | 18
[6] COc1ccc(CNC(=O)C2CCN(c3cc(=O)n(C)c(=O)n3C)CC2)cc1
 : -3 | 35
[7] COc1ccccc1N1CC(O)=C(c2nc3ccccc3c(=O)[nH]2)C1=N
 : -1 | 12
[8] S=c1nn[nH]n1C1CCCCC1
 : 3 | nt
[9] O=C(c1ccc(S(=O)(=O)c2cccc(Cl)c2)c([N+](=O)[O-])c1)N1CCOCC1
 : -10 | 9
[10] N/C(=N\OC(=O)C12CC3CC(CC(C3)C1)C2)c1ccc(Cl)cc1
 : -1 | i
[11] CCOC(=O)N1CCN(C(=O)COc2cc(C)c(Br)c(C)c2)CC1
 : -9 | 10
[12] CCN(Cc1ccccc1)C(=O)Cn1c(=O)n(-c2ccc(F)cc2)c(=O)c2sccc21
 : 5 | -7
[13] NC(=O)C1CCN(CC2CC3C=CC2C3)CC1 (centres undefined)
 : -12 | 1
[14] O=C1OC(c2ccc([N+](=O)[O-])cc2)=N/C1=C\c1ccc(Br)cc1
 : 2 | -1
[15] CC1=C(C(=O)Nc2ccccc2)C(c2ccc(Cl)cc2Cl)n2ncnc2N1 (centres undefined)
 : -4 | 4
[16] Cn1nccc1C(=O)Nc1sc(-c2ccccc2)cc1C(N)=O
 : -6 | -12
[17] Cc1ccc(S(=O)(=O)N2CCCC(C)(C(=O)NCc3ccc(F)cc3)C2)cc1 (centres undefined)
 : 0 | -2
[18] O=C(NCCN1CCN(C(=O)c2ccc(C(F)(F)F)cc2)CC1)c1ccsc1
 : -7 | -8
[19] NC(=O)c1cc2ccccc2oc1=Nc1cccc(F)c1
 : 1 | -3
[20] Cc1ccc2cccc(OCCOc3ccccc3)c2n1
 : -1 | -10
[21] CCCCCNc1nc(CC)c2c(c1C#N)CC(C)(C)OC2
 : -3 | -6
[22] O=C(NCc1ccco1)N1CCCCC1c1nncn1-c1ccccc1 (centres undefined)
 : -10 | 10
[23] Cc1cc(=O)[nH]c(SCC(=O)Nc2nnc(C)s2)n1
 : 3 | 2
[24] Cc1ccc(C)c(C(=O)N2CCCC2COc2ccc(C(=O)N3CCOCC3)cc2)c1 (centres undefined)
 : -1 | -3
[25] O=C(Nc1cccc(Cl)c1)C1CCN(c2cc(N3CCCC3)ncn2)CC1
 : -7 | 33
[26] O=C(O)c1ccc2nc3ccsc3c(=O)n2c1
 : -9 | nt
[27] O=C1C=C(NCCc2ccccc2)C2(CCCCC2)O1
 : -6 | -6
[28] O=C(Cn1nnc2ccccc21)NN=Cc1cccs1
 : -1 | nt
[29] O=C(c1c(F)cccc1F)N1CCCC(c2ccnc(-c3ccccc3)n2)C1 (centres undefined)
 : -4 | -3
[30] Cc1ccc(-c2nc(C)c(C(=O)N3CCC(CC(=O)NC4CC4)CC3)s2)cc1
 : 5 | -4
[31] CCCc1cc2ccccc2o1
 : 7 | 2
[32] O=C(CCS(=O)(=O)c1ccc(Br)cc1)Nc1ccc(F)c(Cl)c1
 : -2 | -9
[33] CS(=O)(=O)N1CCN(C(=O)CCc2csc(NC(=O)c3ccc[nH]c3=O)n2)CC1
 : -1 | 3
[34] O=C(Nc1cccc(F)c1)N1CCCC1c1nc(-c2cccc(F)c2)no1 (centres undefined)
 : -4 | -5
[35] COc1ccc(Br)cc1CNc1ccc([N+](=O)[O-])cc1C
 : 2 | 9
[36] Cc1ccccc1Nc1nccc(C2CCCN(C(=O)c3ccco3)C2)n1 (centres undefined)
 : -4 | 21
[37] CCNC(=O)C1Cc2ccccc2N2CCN(c3ccccc3OC)CC12 (centres undefined)
 : 1 | 9
[38] Cc1nc(C)c(C(=O)Nc2cccc(Cl)c2C)o1
 : 7 | 5
[39] CC1(C)CC(=O)C2=C(C1)C(c1ccc(Br)c([N+](=O)[O-])c1)C1=C(O2)C(=O)CC(C)(C)C1
 : -2 | 5
[40] Cc1cc(OCC(=O)Nc2ccc(S(N)(=O)=O)cc2)ccc1Br
 : -6&-1 | 0&-2
[41] COc1ccc(N2CCN(C(=O)C3CC(=O)N(c4ccc5oc(C)nc5c4)C3)CC2)cc1 (centres undefined)
 : -6 | 7
[42] CCn1cc(CCNS(C)(=O)=O)c2cccnc21
 : 0 | -10
[43] CSc1cccc(NC(=O)CN2CCC3(CC2)N=C(c2ccc(C)cc2)C(=O)N3)c1
 : -3 | 26
[44] Cc1ccccc1CN1CCCOCCS1(=O)=O
 : 0 | -2
[45] COc1ccccc1/C=C1\N=C(c2cc(OC)c(OC)c(OC)c2)OC1=O
 : 3 | 5
[46] COc1ccc(CCC(=O)N2CCCN(c3ncccc3-c3nc(C4CC4)no3)CC2)cc1
 : -4 | -15
[47] Cc1ccc(N2CCN(C(=O)c3cccc(Br)c3)C(C)C2=O)c(C)c1 (centres undefined)
 : -2 | 3
[48] COc1ccccc1CN1COc2ccc3c(c2C1)OC(=Cc1ccco1)C3=O
 : -20 | 18
[49] CC1(C)CCC(C)(C)NC(SCC(=O)c2ccc(Cl)cc2)=N1
 : -4 | nt
[50] CC1=CC(c2ccc(Cl)cc2)n2nc(N)nc2N1 (centres undefined)
 : -7 | 4

(further entries)
Each structure is followed by: Pf apPOL block | mHTT-CaM PPI inh
[51] O=c1oc(=O)n(Cc2ccc(Cl)c(Cl)c2)c2ccccc12
 : -3 | 99*
[52] Cc1nc2c(C(=O)NC3CCCCC3)cnn2c(C)c1Cc1ccc(F)cc1Cl
 : -8 | 13
[53] OC(COC1=NCNc2cc(Cl)ccc21)c1ccc2c(c1)OCCO2 (centres undefined)
 : -12&-18 | nt
[54] N#Cc1c(Nc2ccccc2)cc[nH]c1=O
 : -6 | -2
[55] COc1c(Cl)cc(Cl)c(OC)c1C(=O)ON=C(N)c1ccc([N+](=O)[O-])o1
 : 5 | nt
[56] Cn1c(=O)c(N2CCN(C(=O)c3ccc(Cl)s3)CC2)nc2ccncc21
 : 2 | -3
[57] CCOc1ccc(N2CN=c3s/c(=C\c4ccco4)c(=O)n3C2)cc1
 : -11 | 4
[58] CC1(C)Cc2c(c(N3CCOCC3)nc3snc(N)c23)CO1
 : -2 | -2
[59] COc1cccc(/C=C2\C(=O)NN(c3ccccc3)C2=O)c1
 : 2 | 6
[60] CNC(=S)NNC(=O)c1ccco1
 : nt | -8
[61] COc1cc(N)c(Cl)cc1C(=O)OCCN1CCCCC1
 : 17 | nt
[62] O=c1[nH]c(NCCCO)nc2c1C1(CCCC1)Cc1ccccc1-2
 : 0 | 2
[63] Cn1nnnc1SCC(=O)Nc1cccc(-c2ccc3nnc(-c4cccs4)n3n2)c1
 : -5 | -2
[64] CCN(C)C1CN(Cc2cn(Cc3ccc(F)cc3)nn2)S(=O)(=O)C1 (centres undefined)
 : 4 | 0
[65] CCc1cccc(OCCN2CCOCC2)c1
 : -1 | 0
[66] O=c1c(Cl)c(N2CCCC2)cnn1-c1ccccc1
 : -4 | 0
[67] Cc1oc(C2CCN(C(=O)c3c(F)cccc3Cl)CC2)nc1C(=O)N(C)C
 : -3 | 8
[68] CCCCC1CC(=O)CC(C#N)(C#N)C1(C#N)C#N (centres undefined)
 : 4 | 35
[69] CCOc1ccc(/C=C2\C=C(c3ccc(CC)cc3)OC2=O)cc1
 : 10 | 4
[70] CC(C)NC(=O)C1CN(C(=O)c2ccc(F)cc2)CC1c1cccc(F)c1 (centres undefined)
 : -12 | 18
[71] Cc1ccccc1C(=O)Nc1sc2c(c1C(=O)NCC1CCCO1)CCC2 (centres undefined)
 : -6 | -33
[72] COc1ccc(C)cc1NC(=O)C(=O)NCc1ccncc1
 : -2 | -3
[73] O=C1CSC2=NCN(c3ccc([N+](=O)[O-])cc3)CN12
 : -3 | 7
[74] COc1ccc(NC(=O)CN(c2ccc(Cl)c(Cl)c2)S(C)(=O)=O)c(OC)c1
 : -4 | 26
[75] CCc1c(O)nc(SC(C)CC)n(-c2ccccc2)c1=O (centres undefined)
 : -3 | -2
[76] Cc1cccc(CNC(=O)c2csc(-c3ccncc3)n2)c1
 : 1 | -2
[77] COc1ccc(C(=O)Nc2nc3ccc(C)cc3s2)cc1
 : -2 | 20
[78] CCOc1ccc(-c2cn3c(CC(=O)Nc4ccc(F)cc4F)csc3n2)cc1
 : -6 | 28
[79] O=C(Cc1ccccc1)ON=Cc1ccc2c(c1)OCO2
 : 3&1 | nt
[80] Cc1cc2n(n1)CCC(=O)N2CCCC(=O)NCc1ccccc1Cl
 : -3 | -3
[81] C=C(C)CSc1nnc2n(-c3ccccc3)c(=O)c3c(C)c(C)sc3n12
 : -8 | -2
[82] C=CCn1c(=N)c(C(=O)NCC2CCCO2)cc2c(=O)n3cc(C)ccc3nc21 (centres undefined)
 : -5 | -2
[83] O=c1[nH]oc2cc(Cl)ccc12
 : -22 | nt
[84] Nc1nc(SCc2ccc([N+](=O)[O-])cc2)n[nH]1
 : -3 | 3
[85] N#CC1=CN(c2ccccc2)c2ccccc2S1(=O)=O
 : 0 | -4
[86] CCc1ccccc1N1CCN(C(=O)c2ccc(N3C(=O)C4CCCCC4C3=O)cc2)CC1 (centres undefined)
 : 1 | -1
[87] CC(C)NC(=O)C1CN(C(=O)c2ccccc2)CC1c1cccc(F)c1 (centres undefined)
 : -11 | 8
[88] Cc1ccc2c(c1)N(c1ccc(F)cc1Cl)C=C(C#N)S2(=O)=O
 : -1 | -7
[89] NNC(=O)C1CCCN(Cc2cccc(Cl)c2)C1 (centres undefined)
 : -5 | 3
[90] NC(=O)C1CCc2sc(C(=O)N3CCCCCC3)cc2C1 (centres undefined)
 : -4 | -1
[91] Cc1ccc(C)c(S(=O)(=O)NCCOc2nc(NC(C)C)nc(NC(C)C)n2)c1
 : 6 | 5
[92] Cc1cc2c(cc1C)C(c1cccc([N+](=O)[O-])c1)CC(=O)N2 (centres undefined)
 : -20 | 3
[93] CCOc1ccccc1CN1CCC(C(O)c2ccccn2)CC1 (centres undefined)
 : -10 | 4
[94] CC1=C(C(=O)Nc2cccc(F)c2)C(c2cccc([N+](=O)[O-])c2)C2=C(CC(C)(C)CC2=O)N1 (centres undefined)
 : -14 | 21
[95] O=C1C=C(c2ccccc2)OC(c2ccc([N+](=O)[O-])cc2)O1 (centres undefined)
 : -3 | nt
[96] COc1ccccc1CNC(=O)c1cccc(C2CCCN(C(=O)Nc3ccccc3)C2)c1 (centres undefined)
 : 0 | 1
[97] O=C(c1ccco1)N1CCC(c2nc(C3CC3)n[nH]2)CC1
 : -3 | -6
[98] O=C(O)c1cccc(Oc2ccccc2)c1
 : -3 | -3
[99] CCN(CC)c1nc(OC)nc(C(N)=O)n1
 : nt | -6
[100] CC(C)COc1ccc(C(=NO)c2ccccc2)cc1
 : -6 | nt

More results follow:
Each structure is followed by: Pf apPOL block | mHTT-CaM PPI inh
[101] CC(=O)Nc1cccc2c(C(=O)NC(C)c3ccc(F)cc3)ccnc12 (centres undefined)
 : -1 | 11
[102] Cc1cc(NC(=O)COc2coc(CN3CCN(c4ccccc4F)CC3)cc2=O)no1
 : 3 | -12
[103] O=C(Nc1cccc2c1C(=O)NC2=O)c1ccc(C(=O)c2ccccc2)cc1
 : 4 | -5
[104] N=C1/C(=C/c2ccc(-c3ccc(C(=O)O)cc3)o2)C(=O)N=C2SC(C(F)(F)F)=NN12
 : -3 | 6
[105] COc1ccccc1N1CCN(S(=O)(=O)c2ccc3[nH]c4c(c3c2)CCCC4)CC1
 : -5 | 50*
[106] CC1CC(C)CN(S(=O)(=O)N2CCCC(C(=O)NCc3ccco3)C2)C1 (centres undefined)
 : -17 | 18
[107] C=C(C)CN1CCN(c2cc(C)c(C#N)c3nc4ccccc4n23)CC1
 : -2 | 2
[108] COc1cc(C2C(C#N)=C(N)N(c3ncn[nH]3)C3=C2C(=O)CC(C)(C)C3)cc(OC)c1OC (centres undefined)
 : 1 | 0
[109] CC(C)(C)c1cc(C(=O)Nc2ccccc2F)nc2ccnn12
 : 0 | -21
[110] CC(C(=O)NCc1ccco1)N(c1ccccc1)S(C)(=O)=O (centres undefined)
 : -2 | 6
[111] CCNC(=O)C1Cc2ccccc2N2CCN(c3cnccn3)CC12 (centres undefined)
 : -1 | 7
[112] CC1(C(=O)N2CCCC2)CCC(=O)N1CCc1ccccc1Cl (centres undefined)
 : -2 | -3
[113] CC1Cc2nc(SCC(=O)Nc3cc(C(F)(F)F)ccc3Cl)n(C)c(=O)c2S1 (centres undefined)
 : -3 | 17
[114] Cc1cccc(N2C(=O)c3ccc(Oc4ccc([N+](=O)[O-])cc4[N+](=O)[O-])cc3C2=O)c1
 : 9 | 23
[115] CCN(CC)c1ccc(NC(=O)Cc2ccccc2)cc1
 : 0 | 39
[116] O=C(O)c1ccc(-c2ccc(-c3ccccc3)cc2)o1
 : 28 | 6
[117] COc1cc(C2Oc3ccc(Cl)cc3C3CC(c4ccco4)=NN32)cc(OC)c1OC (centres undefined)
 : -20 | 63*
[118] Cc1cc(C2CCCN2C(=O)c2ccc(F)cc2F)on1 (centres undefined)
 : 1 | 2
[119] CCCc1nnc(NC(=O)CCN2C(=O)c3ccccc3C2=O)s1
 : 0 | 2
[120] CC1(C)C2CCC1(C)C(OCC(O)CN1CCN(CCO)CC1)C2 (centres undefined)
 : -5 | -4
[121] COCCCNC(=O)N1CCN(Cc2nc3cccnc3n2-c2ccccc2)CC1
 : -1 | 0
[122] COc1ccc2c(c1)OC(=O)CC2c1cc(OC)c(OC)c(OC)c1 (centres undefined)
 : -3 | 12
[123] CC(C)NC(=O)c1ccc2cnn(C)c2c1
 : -4 | -2

Not all compounds are listed; the hit share may differ from the screen's.
